ARNT-TACC3 inh: disruptors of human ARNT/TACC3 interaction. AlphaScreen His-ARNT PAS-B/GST-TACC3 binding, luminescence; TACC3 fragment carries E629A point mutation. inhibition, % at 9.99 µM. 0.66% of 390,000 active. AID 623870;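 active means mean inhibition of replicates at least 50% and at least half of replicates each reaching 50%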;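 further: 0% = complete ARNT plus TACC3 wells and 100% = ARNT alone without TACC3; many hits fall short of the cut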
RAD54 branch: RAD54 (human) branch migration inhibition. RAD54 Holliday junction branch migration, FAM/BHQ fluorescence. inhibition, % at 10.4 µM. 0.14% of 360,000 active;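 active means mean normalized replicate activity at least 40 and at least half of replicates scoring 40 or more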;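 further: 0% = median of neutral control wells and 100% = median of positive control wells; inhibitors cause a drop in the FAM fluorescence signal; in these data hits start at about 50%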
Target sequence (Q92698 whole entry, looked up): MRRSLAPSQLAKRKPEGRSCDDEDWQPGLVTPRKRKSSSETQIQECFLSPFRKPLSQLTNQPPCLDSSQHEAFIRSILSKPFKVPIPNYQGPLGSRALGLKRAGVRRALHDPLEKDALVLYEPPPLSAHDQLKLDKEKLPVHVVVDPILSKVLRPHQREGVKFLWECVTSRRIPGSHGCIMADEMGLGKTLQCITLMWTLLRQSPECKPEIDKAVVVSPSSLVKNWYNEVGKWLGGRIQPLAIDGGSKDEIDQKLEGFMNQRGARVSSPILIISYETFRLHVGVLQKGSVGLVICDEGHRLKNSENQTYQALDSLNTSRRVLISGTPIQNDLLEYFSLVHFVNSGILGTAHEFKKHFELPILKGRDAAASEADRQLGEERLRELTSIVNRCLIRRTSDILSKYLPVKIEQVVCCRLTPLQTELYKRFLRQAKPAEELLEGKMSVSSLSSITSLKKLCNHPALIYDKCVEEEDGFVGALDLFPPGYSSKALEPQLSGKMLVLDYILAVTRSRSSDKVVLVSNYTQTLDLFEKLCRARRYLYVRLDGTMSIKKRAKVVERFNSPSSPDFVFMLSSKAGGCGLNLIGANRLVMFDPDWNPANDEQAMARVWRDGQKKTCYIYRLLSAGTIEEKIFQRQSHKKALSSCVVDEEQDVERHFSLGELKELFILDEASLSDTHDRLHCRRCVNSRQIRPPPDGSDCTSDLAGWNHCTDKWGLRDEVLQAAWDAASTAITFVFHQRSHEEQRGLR
F508del corr: CFTR F508del correction in bronchial cells | activity (quench increase), % at 7.58 µM | CFBE cells, YFP halide quenching; stimulated with forskolin plus potentiator P3; % fluorescence drop versus neutral controls | 0.36% of 350,000 active;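 active means mean added fluorescence quench of at least 8% versus neutral control, with both replicates also reaching 8%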;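 further: cells transiently co-express mutant CFTR-F508del with the halide-sensitive YFP; corrector assay measuring rescue of mutant channel to the surface after 24 h compound exposure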
XiGFP reactiv: activators of X-chromosome reactivation in mouse fibroblasts. XiGFP mouse fibroblasts, % GFP-positive cells imaging, 3 d; cells co-treated with 5-aza-dC sensitizer; scaled so ellipticine positive control = 100%. AID 743238. activation, % at 7.58 µM. 0.055% of 360,000 active;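 active means mean normalized replicate activation at least 10% and every replicate at or above 10%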;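 further: 0% = median of on-plate neutral control wells and 100% = ellipticine 6 µM median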
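material = 68-5-11 XiGFP fibroblast line | medium = DMEM plus 5-aza-dC sensitizer | schedule = 3 days compound exposure | benchmarks = positive control ellipticine, 6 µM final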
RAD52 anneal inh: RAD52 (human) annealing inhibition; inhibition, % at 18.7 µM; P43351; 0.46% of 360,000 active; recombinant RAD52 DNA annealing, FRET fluorescence;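 active means every replicate showing at least 50% inhibition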
INS-1E GSIS act: GLuc luminescence reporter in INS-1E cells, primary screen for activators of glucose-dependent secretion of insulin; INS-1E GLuc reporter insulin secretion, 2-3 h; activation, % at 16.6 µM; 0.61% of 370,000 active; AID 743287;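 active means lowest replicate activation of at least 40%, so every replicate reaches that level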;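 further: 0% = median of neutral control wells and 100% = median of IBMX positive control wells; some compounds called inactive have numbers as strong as hits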
ERAP1 inh: blocks human ERAP1 aminopeptidase activity; Q9NZ08; recombinant ERAP1, Leu-AMC fluorescence, 60 min; inhibition, % at 10.7 µM; 0.15% of 340,000 active;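 active means mean replicate inhibition of at least 30%, or all replicates individually reaching that 30% level; inactive means mean below 30% and not every replicate reaching it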;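 further: 0% = neutral control wells and 100% = L-leucinethiol positive control wells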
esBAF inh: blocks esBAF chromatin remodeling in mouse ES cells; 2% of 350,000 active; reporter increase, % at 12.5 µM; Bmi1-luciferase knock-in reporter, 24 h; 100% = twice the neutral-well signal; in the data active means activation above about 40%;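 further: 0% = median of the plate's neutral control wells and 100% = double that signal; a rise in the Bmi1 reporter signal indicates esBAF inhibition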
Numbers without * were called inactive; . = no result given; & = joins results of further samples.

SMILES	ARNT-TACC3 inh	RAD54 branch	F508del corr	XiGFP reactiv	RAD52 anneal inh	INS-1E GSIS act	ERAP1 inh	esBAF inh
C[C@H]1CCCCO[C@H](CN(C)C(=O)Nc2ccc3c(c2)OCO3)[C@@H](C)CN([C@@H](C)CO)C(=O)c2cc(NC(=O)C3CCCCC3)ccc2O1	-0.3	-2.4	5.1	0.0	-49.3	-15.7	2.2	11.1
COc1cccc(C(=O)NCC(=O)N/N=C/c2cccc(OC(=O)c3ccc([N+](=O)[O-])cc3)c2)c1	.	.	2.2	0.0	-11.2	3.8	-2.6	.
CCC(=O)N1CCc2cc(S(=O)(=O)NCCC(=O)NCc3ccc(F)cc3)ccc21	2.5	-16.8	2.2	0.2	-17.8	11.8	-0.7	-0.8
CCNC(=O)[C@H]1[C@H](CO)[C@H]2Cn3c(ccc(C4=CCCCC4)c3=O)[C@@H]1N2CC	.	.	-3.3	0.0	-8.1	4.2	0.1	.
COc1cccc(C#Cc2ccc([C@H]3[C@@H](CO)N4C(=O)CN(C(C)=O)C[C@H]34)cc2)c1	.	.	5.1	0.0	-4.8	2.8	-1.5	.
CCC(=O)N[C@H]1CC[C@H](CCn2cc(CN(C)C)nn2)O[C@H]1CO	4.9	-7.5	2.1	-0.3	-5.0	0.9	2.1	-1.7
O=C(NC1CCCCC1)C(C1CC1)N1CCc2ccccc2C1 (stereo not given)	.	-4.6	0.0	.	-2.3	-6.2	2.0	-0.8
CCOC(=O)c1cnc2c(ccc3ccccc32)c1Cl	-7.1	2.5	-2.0	0.0	-9.5	-0.5	-8.3	33.9
CS(=O)(=O)c1cccc(C(=O)Nc2ccccc2Cc2ccccc2)c1	-4.3	4.9	-0.1	0.4	-8.0	-7.1	-5.0	-2.4
C/C=C/c1cnc2c(c1)C(=O)N([C@H](C)CO)C[C@@H](C)[C@H](CN(C)C(=O)Nc1c(C)noc1C)O2	-1.3	5.7	0.0	-0.5	-8.0	8.0	0.4	-2.0
COc1ccc(-c2onc3ccc(Br)cc23)cc1	1.7	-11.1	.	0.2	.	16.6	.	.
COc1ccc2c3c([nH]c2c1)[C@H](CO)N(C(=O)Nc1ccc(F)cc1)CC31CN(C(=O)c2ccccn2)C1	.	.	-0.1	0.0	7.7	-12.3	0.1	.
CC(C)NC(=O)N(C)C[C@H]1Oc2ccc(NS(C)(=O)=O)cc2CC(=O)N([C@H](C)CO)C[C@H]1C	-10.2	9.3	-1.0	-0.4	5.2	27.6	-1.0	7.1
C[C@@H]1CN([C@H](C)CO)C(=O)c2cc(NC(=O)Cc3ccccc3)ccc2O[C@@H](C)CCCCO[C@H]1CN(C)Cc1ccc(Cl)c(Cl)c1	-1.5	-10.0	6.3	-0.9	-13.0	-22.1	-0.9	2.8
CCCNC(=O)C[C@H]1C[C@@H]2c3cc(NC(=O)c4cccnc4)ccc3O[C@@H]2[C@H](CO)O1	-8.1	2.1	0.3	0.0	.	5.3	.	-5.9
Cn1c(=O)c2sccc2n2c(CCCC(=O)NCc3ccc(F)cc3)nnc12	13.3	-17.3	1.6	0.1	-3.8	0.7	3.8	-5.8
C[C@H](CO)N1C[C@H](C)[C@H](CN(C)S(=O)(=O)c2ccc(F)cc2)Oc2ccc(NC(=O)CCC(F)(F)F)cc2CC1=O	-4.2	3.3	2.7	-1.1	1.6	18.3	0.3	-3.6
CCC(OC(=O)c1nsc(Cl)c1Cl)C(=O)NC(C)(C)C (stereo not given)	-0.3	.	1.1	0.0	-0.3	5.5	2.8	.
CCc1ccccc1N(CC(=O)Nc1cccnc1)S(=O)(=O)c1ccccc1	0.7	3.9	-1.8	-0.1	-6.3	-6.8	1.5	.
O=C(Nn1c(O)c(C=C2N=c3ccccc3=N2)sc1=S)c1cccc(Cl)c1	-5.9	-2.1	.	.	.	-23.2	.	0.6
CCOC(=O)c1cc2c(c(-c3cccc(-c4cccc(OC)c4)c3)n1)[C@H](CCO)N(S(=O)C(C)(C)C)C2 (stereo not given in full)	-5.9	-0.2	-2.2	0.0	-6.9	6.2	-0.1	0.7
COC(=O)c1cn(C(=O)c2ccc3c(c2)OCO3)c2ccccc12	.	6.7	-0.2	0.6	6.5	10.7	-0.9	-4.7
CCCC(=O)Nc1ccc(C(=O)NCc2ccccc2Cl)cc1	-2.2	-3.3	.	.	-1.7	3.1	-0.2	-1.9
Cc1c(CN2CCCC(C)C2)c(O)n(CCO)c(=O)c1C#N (stereo not given)	0.1	.	3.4	-0.1	-234.9	-0.2	-1.1	.
CN1C(=O)c2cc(NC(=O)c3cscn3)ccc2OC[C@H]2O[C@@H](CC(=O)N3CCOCC3)CC[C@@H]21	-10.5	-0.6	0.6	0.0	-8.3	14.7	0.4	-7.4
CN1CCN(NS(=O)(=O)c2ccc(Cl)s2)CC1	-3.8	-7.0	-1.3	0.0	-27.2	9.6	-0.5	.
O=C(NCc1cccnc1)c1ccc(COc2ccccc2Br)cc1	.	.	.	0.4	-12.8	-19.5	17.5	.
O=C1CC(C(=O)Nc2ccc(O)c(C(=O)O)c2)C(c2ccccc2)O1 (stereo not given)	-10.3	-5.2	-2.3	.	-5.1	6.9	3.2	-1.5
N#CCSc1ccccc1NC(=O)COC(=O)CCNC(=O)c1ccc([N+](=O)[O-])cc1	-6.7	-6.1	-11.7	0.0	-13.2	-15.2	5.1	-7.4
C=CCOC(=O)Cn1cnc2c(sc3nc(C)cc(C)c32)c1=O	9.3	1.3	1.6	0.5	-11.3	0.0	-1.4	37.4
COc1cc(OC)c(C2=NOC(C(=O)N3CCc4ccccc4C3)C2)cc1Cl (stereo not given)	-1.1	4.3	-4.7	.	9.5	-1.7	-3.9	-5.6
O=C(Nc1cccc([N+](=O)[O-])c1)C1COc2ccccc2O1 (stereo not given)	2.9	-1.0	-0.5	0.4	0.3	.	3.5	9.1
COC(=O)Cn1c(=O)c2c(n(Cc3ccccc3)c1=O)N/C(=C/c1ccc(OC)cc1)C2=O	-17.6	.	1.7	0.0	-26.7	-3.9	-2.6	.
C[C@H]1CN([C@@H](C)CO)C(=O)Cc2cc(NC(=O)Nc3ccc(C(F)(F)F)cc3)ccc2O[C@@H]1CN(C)Cc1ccc(-c2ccccc2)cc1	3.6	14.2	2.2	-0.5	-14.2	-2.9	8.2	3.7
COc1ccc(OC)c(S(=O)(=O)N2CCCC(C(=O)NC3CC3)C2)c1 (stereo not given)	5.9	0.4	-1.2	7.6	-3.3	23.9	-0.3	-4.3
COc1ccc(NC(=O)C=C(C)C)cc1Cl	-3.6	7.2	.	.	.	13.3	.	8.3
COc1cccc(C2C3=C(CC(C)(C)CC3=O)Nc3cc(OC)c(OC)cc32)c1 (stereo not given)	7.6	.	-2.2	0.0	7.9	3.8	-3.0	.
Cc1noc(C)c1S(=O)(=O)N(C)C[C@H]1Oc2c(NC(=O)C3CCOCC3)cccc2C(=O)N([C@@H](C)CO)C[C@H]1C	.	.	-1.2	0.0	.	6.8	.	-5.9
CN(CC(=O)Nc1cccc(F)c1)C(=O)c1ccccc1Sc1ccccc1C#N	1.2	-6.9	0.3	0.0	-5.9	-37.0	4.7	3.5
COc1ccc(S(=O)(=O)Nc2ccc(S(=O)(=O)Nc3nccs3)cc2)cc1	-25.9	-12.8	1.1	0.2	-14.8	-2.1	0.8	1.1

One compound at a time (already shown). Screens in order: ARNT-TACC3 inh	RAD54 branch	F508del corr	XiGFP reactiv	RAD52 anneal inh	INS-1E GSIS act	ERAP1 inh	esBAF inh
CCCC(=O)Nc1ccc(C(=O)NCc2ccccc2Cl)cc1 as listed: -2.2	-3.3	.	.	-1.7	3.1	-0.2	-1.9
CN1CCN(NS(=O)(=O)c2ccc(Cl)s2)CC1 as listed: -3.8	-7.0	-1.3	0.0	-27.2	9.6	-0.5	.
CN(CC(=O)Nc1cccc(F)c1)C(=O)c1ccccc1Sc1ccccc1C#N as listed: 1.2	-6.9	0.3	0.0	-5.9	-37.0	4.7	3.5

(continued)
SMILES	ARNT-TACC3 inh	RAD54 branch	F508del corr	XiGFP reactiv	RAD52 anneal inh	INS-1E GSIS act	ERAP1 inh	esBAF inh
C[n+]1ccccc1/C=C1\Sc2ccccc2N1CCO	1.8	16.0	1.0	0.0	12.4	-11.3	5.2	-9.7
Cc1cc(Br)ccc1NC(=O)CCS(=O)(=O)c1cccc2nonc12	-6.4	-6.4	0.4	0.2	-19.7	-2.8	0.2	3.1
O=c1c2c3c(sc2nc2n1CCC2)CCCCC3	0.4	.	-1.5	0.0	-12.9	13.9	-0.6	.
Cc1cccc(NC(=O)c2cc(S(=O)(=O)N3CCc4ccccc43)cn2C)c1	-12.5	10.6	1.4	-0.1	-15.8	.	4.5	6.9
CN(C)/C=C1/Oc2c(ccc3ccccc23)C1=O	1.3	.	-5.4	0.0	-9.4	8.1	4.8	.
COc1ccc(OC)c(-n2c(C)nc3cc(C(=O)O)ccc32)c1	0.9	3.7	.	.	.	24.1	.	7.2
Cc1ccc(S(=O)(=O)N2CCOCC2)cc1NC(=O)CSc1ncccn1	2.2	.	1.1	0.1	-7.0	11.0	0.9	.
Cc1cc(C)n2nc(C(=O)Nc3ccc(S(=O)(=O)N(C)C)cc3)nc2n1	0.7	8.4	1.2	0.4	-3.2	6.5	.	-14.9
CCC(=O)c1cc2c(C)cc(=O)oc2c(C)c1OC(=O)C(C)C	-6.0	.	1.2	0.2	-0.4	6.2	0.0	.
COc1ccccc1CN1C[C@H](C)[C@@H](OC)CN(C)C(=O)c2ccc(NC(C)=O)cc2OC[C@H]1C	-8.3	-4.6	1.4	-0.1	11.6	7.4	3.8	-1.6
CN(C)c1ccc(CNC(=O)CCc2ccc(S(=O)(=O)N3CCCCCC3)cc2)cc1	10.5	1.4	3.1	0.0	-11.1	-25.4	-0.7	-4.9
CCCOc1ccc(C(=O)c2ccccc2C(=O)OC2CCOC2=O)cc1OCCC (stereo not given)	5.3	-14.3	4.2	-0.6	-2.3	.	5.1	-1.6
COc1ccc(S(=O)(=O)N(C)C[C@H]2OCCCC[C@@H](C)Oc3ccc(N(C)C)cc3C(=O)N([C@H](C)CO)C[C@@H]2C)cc1	6.7&-0.1	-0.2&-2.4&-2.6	2.2&1.1&7.9	0.0&0.1	-20.4&-2.7&-39.0	2.3&-2.1	-0.3&-0.8	7.9&1.3&2.2
Cc1cc(=O)oc2c(C)c(OC(C)C(=O)NCCCn3ccnc3)ccc12 (stereo not given)	0.8	0.2	1.9	0.1	-4.5	4.7	-3.7	-3.5
CC/C(=C(/CC)c1ccc(O)cc1)c1ccc(O)cc1	-1.9	-6.4	-3.0	0.1	-1.2	-22.1	-1.4	11.5
CCOC(=O)Cc1cc(C)[nH]c1C(=O)OCC	14.1	-2.1	-0.3	0.2	-3.6	15.9	-0.6	-2.9
O=C(Nc1ccccc1C(=O)NCCCN1CCOCC1)c1ccccc1	-4.2	-7.8	0.9	0.0	-17.0	5.4	1.9	.
CCOc1ccc(C(O)(CCC(C)C)C(CN2CCOCC2)c2ccccc2)cc1 (stereo not given)	-14.3	-8.0	-3.8	0.0	-8.4	-36.3	-4.0	-4.8
NC(=O)c1ncn([C@@H]2O[C@H](C(=O)N[C@H](Cc3c[nH]c4ccccc34)C(=O)N3CCN(C(=O)C4CC4)CC3)[C@@H](O)[C@H]2O)n1	.	.	2.0	0.0	-7.4	.	-0.3	.
O=C(NC1CCN(S(=O)(=O)c2ccc(Cl)cc2)CC1)C1CCCCC1	9.5	-8.7	3.2	0.1	3.4	2.5	-2.8	-0.5
O=C(C[C@@H]1C[C@@H]2c3cc(NS(=O)(=O)c4ccc(F)cc4)ccc3O[C@@H]2[C@H](CO)O1)NCc1ccccc1	-3.7	2.4	-1.1	0.5	-3.4	2.3	3.2	25.8
O=C(NCCCO)/C(=C\c1cn(-c2ccccc2)nc1-c1cccnc1)NC(=O)c1ccccc1	.	.	1.1	0.3	2.3	-0.2	-2.4	.
